Source: PubChem BioAssay (several laboratories)
Bim-Mcl-1 = human Bim-Mcl-1 interaction inhibition; Q07820; Bead-based flow cytometry, Bim peptide-Mcl-1 binding; inhibition, % at 10 µM; 0.1% of 190,000 active; AID 1009;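 note: 0% = no compound tracer wells and 100% = peptide blocker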
Target sequence (Q07820 whole entry, looked up): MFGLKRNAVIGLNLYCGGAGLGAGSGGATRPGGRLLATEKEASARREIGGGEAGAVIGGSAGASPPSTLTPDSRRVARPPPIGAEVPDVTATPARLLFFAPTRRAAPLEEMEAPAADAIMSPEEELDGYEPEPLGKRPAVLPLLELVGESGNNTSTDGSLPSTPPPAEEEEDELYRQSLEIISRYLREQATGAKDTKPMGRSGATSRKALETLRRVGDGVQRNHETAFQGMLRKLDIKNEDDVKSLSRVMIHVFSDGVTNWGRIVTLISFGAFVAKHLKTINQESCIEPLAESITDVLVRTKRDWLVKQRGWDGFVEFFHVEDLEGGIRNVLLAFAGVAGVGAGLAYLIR
RGS7-Gao = regulators of human RGS7-Galphao interaction | binding response (% of control), % at 10 µM | AID 1439 | Multiplexed bead flow cytometry, RGS7-Galphao binding; actives lie on both sides | P09471 | 0.35% of 220,000 active; in the data active = binding response below about 49% or above about 150%; inconclusive = no clear call, values can overlap the other calls; inactive = in between;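 note: fluorescent Galphao held in activated GDP-AlF4 state binding bead-coupled RGS7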
Bcl-W Bim block = disrupts Bim peptide binding to human Bcl-W; Q92843; bead-based flow cytometry; inhibition, % at 10 µM; 0.02% of 190,000 active; AID 952;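 note: 0% = bound tracer without compound and 100% = peptide blocker; higher means less fluorescent Bim peptide bound to Bcl-W beads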
Target sequence (Q92843 whole entry, looked up): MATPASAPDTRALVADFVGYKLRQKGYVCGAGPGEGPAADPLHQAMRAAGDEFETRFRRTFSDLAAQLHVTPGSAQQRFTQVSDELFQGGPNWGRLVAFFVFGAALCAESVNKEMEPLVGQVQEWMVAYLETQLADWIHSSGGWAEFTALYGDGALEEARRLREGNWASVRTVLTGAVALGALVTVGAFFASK
GSH fluor = compound fluoresces at 488/530 nm on GSH beads | GSH beads flow cytometry, compound fluorescence 488/530 nm; hits give high values | fluorescence (KMESF) at 10 µM | 0.25% of 190,000 active; in the data active = fluorescence above about 89;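 note: glutathione beads carrying GST-tagged Bcl family fusion proteins plus one bare bead set; values are compound well signal with DMSO vehicle wells as background; inactives centre near 16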
Bim-Bcl-2 = human Bim-Bcl-2 interaction inhibition; P10415; Bead-based flow cytometry, Bim peptide-Bcl-2 binding; inhibition, % at 10 µM; 0.06% of 190,000 active; AID 950; in the data active = inhibition above about 40%; inconclusive = no clear call, values can overlap the other calls;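 note: 0% = no compound wells with probe peptide and 100% = reference peptide inhibitor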
Target sequence (P10415 whole entry, looked up): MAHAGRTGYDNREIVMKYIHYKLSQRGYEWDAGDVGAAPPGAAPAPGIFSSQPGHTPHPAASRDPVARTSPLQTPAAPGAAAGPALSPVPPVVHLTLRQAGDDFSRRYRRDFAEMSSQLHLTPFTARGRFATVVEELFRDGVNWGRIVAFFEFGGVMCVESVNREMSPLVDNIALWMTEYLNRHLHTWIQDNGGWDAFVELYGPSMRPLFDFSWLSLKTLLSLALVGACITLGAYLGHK
Mcl1 Bid PPI = Mcl-1/Bid interaction inhibition | 0.97% of 220,000 active | AID 1021 | TR-FRET Mcl-1/Bid-Dy647 peptide binding, 1536-well | Q07820 | inhibition, % at 21.7 µM;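 active = compounds that cut the binding signal by more than half at the single screening dose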;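 note: His-tagged Mcl-1 with europium anti-His antibody binding Bid BH3 peptide; 0% = Mcl-1 plus peptide wells and 100% = peptide-only wells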
RGS4-Gao reg = human RGS4-Galphao interaction regulation; binding response (% of control), % at 10 µM; AID 1415; Multiplexed bead flow cytometry, RGS4-Galphao binding; actives lie on both sides; P09471; 0.33% of 220,000 active; in the data active = binding response below about 49% or above about 150%; inactive = in between;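 note: fluorescent Galphao activated with aluminum fluoride binding bead-coupled RGS4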
Bcl-XL Bim block = inhibitors of Bim-Bcl-XL interaction, human. AID 1007. 0.04% of 190,000 active. inhibition, % at 10 µM. Bim peptide-Bcl-XL binding, bead flow cytometry, fluorescence. Q07817
Target sequence (Q07817 whole entry, looked up): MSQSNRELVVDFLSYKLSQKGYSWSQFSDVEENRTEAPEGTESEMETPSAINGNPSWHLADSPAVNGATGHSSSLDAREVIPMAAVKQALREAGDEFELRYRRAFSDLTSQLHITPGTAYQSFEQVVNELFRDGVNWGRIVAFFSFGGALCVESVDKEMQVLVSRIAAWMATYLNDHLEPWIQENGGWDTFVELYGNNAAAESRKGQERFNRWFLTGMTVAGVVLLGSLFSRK
RGS8-Gao = human RGS8-Galphao interaction regulation; P09471; 0.34% of 220,000 active; multiplexed bead flow cytometry, RGS8-Galphao binding; actives lie on both sides; response (percent of control binding), % at 10 µM; AID 1423; in the data active = response below about 60% or above about 140%; inactive = in between;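 note: Galphao activated as the GDP aluminium fluoride complex binding bead-coupled RGS8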
Bfl-1 Bim block = disrupts Bim binding to human Bfl-1. Q16548. Bead-based flow cytometry, Bim-Bfl-1 binding inhibition. inhibition, % at 10 µM. 0.12% of 190,000 active. AID 1008;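 note: 0% = wells without compound plus tracer and 100% = blocker peptide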
Bcl-B Bim block = disrupts Bim peptide binding to human Bcl-B; inhibition, % at 10 µM; 0.073% of 190,000 active; AID 951; Q9HD36; bead-based flow cytometry;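 note: 0% = tracer peptide without compound and 100% = reference inhibitor peptide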
Active calls of the source: *; ? = inconclusive. Cut-off read from the data, not from the text of the source, unless noted: active = inhibition above about 40%.

SMILES	Bim-Mcl-1	RGS7-Gao	Bcl-W Bim block	GSH fluor	Bim-Bcl-2	Mcl1 Bid PPI	RGS4-Gao reg	Bcl-XL Bim block	RGS8-Gao	Bfl-1 Bim block	Bcl-B Bim block
O=C(NCCN1CCOCC1)c1ccccc1-c1ccccc1	0	95	0	28	-1	-10	97	0	98	-1	2
CCOC(=O)C1(Cc2ccc(Cl)cc2)CCN(C(=O)C2CCCO2)CC1 (configuration not stated)	-3	98	-3	10	-3	-31	96	-2	100	-4	-2
Clc1nn2cnnc2c2ccccc12	-1	95	0	25	1	-3	98	-2	101	-8	-4
CCOCCCNC(=O)C1CCN(C(=O)Nc2ccc(Cl)cc2)CC1	-3	95	-2	23	-7	-15	94	-7	97	-18	-11
N#Cc1c(Cl)nc(N/N=C/c2ccccc2)c(Cl)c1Cl	-4	93	-5	10	-10	2	92	-5	98	-7	-9
COc1ccccc1-c1nc(C#N)c(N2CCN(c3ccccc3)CC2)o1	0	96	5	45	1	-26	95	2	94	7	4
Cc1cc(Cl)nc2c(C(C)C)cccc12	-1	100	0	11	-3	0	106	0	108	-8	-6
COc1ccccc1OCCC(=O)OCC(=O)Nc1cc(S(=O)(=O)N2CCOCC2)ccc1Cl	0	99	1	13	3	3	99	-1	99	8	1
O=C(COC(=O)CCC1CCCC1)Nc1ccc(Cl)cc1F	-10	100	-5	20	-7	-1	102	-11	100	-18	-11
Cc1cc(=O)oc2cc(Oc3ccc([N+](=O)[O-])cc3[N+](=O)[O-])ccc12	-3	91	0	9	5	5	93	-1	75	8	4
CCC(c1nnc(SCCNCCO)n1CCN1CCOCC1)N(C)C (configuration not stated)	3	97	-1	12	-5	16	101	-1	103	-5	-7
CC(=O)N1CCc2cc(S(=O)(=O)NCCCN3CCN(Cc4ccccc4)CC3)ccc21	-4	98	-2	9	0	-2	92	-5	98	-1	-1
COc1ccc(-c2csc(-c3ccc(C(=O)O)cc3)n2)cc1	0	100	0	18	0	-3	101	0	104	-3	0
Cc1nc2ccc(S(=O)(=O)NCC(=O)N3CCN(c4ccccc4)CC3)cc2s1	1	103	2	15	-1	-10	95	0	101	-3	-7
O=[N+]([O-])c1ncccc1Oc1nc(-c2cccnc2)nc2ccccc12	-1	?	-3	15	-2	-1	101	-3	101	2	1
CC(=O)Nc1nc(=O)c2ccccc2s1	-3	110	-3	36	-7	6	95	7	90	-2	-14
COc1ccc(NC(=O)c2ccc(=O)[nH]c2)cc1S(=O)(=O)N1CCCCC1	-2	103	-2	5	-1	-7	101	-3	103	1	-4
Cc1cc(=O)n(CC(C)C)c(O)c1C#N	-1	103	0	19	-12	-10	104	-7	103	-11	-5
O=c1c2ccccc2ncn1CCCCOc1ccc(Br)cc1	2	?	0	14	-7	-35	101	-2	102	-7	-2
Brc1ccc(-c2csc(N/N=C/c3cccnc3)n2)cc1	0	?	-6	11	-3	-31	99	-5	98	0	-5
COc1cccc(Oc2nnnn2-c2ccccc2)c1	-5	101	-5	27	-1	-12	101	-9	101	-7	-3
Cn1c(SCc2nn[nH]n2)nc2c1c(=O)n(Cc1ccccc1Cl)c(=O)n2C	2	96	4	42	-7	-8	95	6	101	-11	-9
COc1ccc(CNC(=O)CCCn2nc([N+](=O)[O-])cc2C)cc1	0	104	4	21	6	-26	107	1	106	-1	-5
COc1ccc(CSc2nc(CSC)cc(N3CCOCC3)n2)cc1	-6	98	-2	11	-4	-11	100	-2	102	-2	0
Cc1cc(-n2c(C)cc(C(=O)COc3ccccc3[N+](=O)[O-])c2C)no1	-3	92	-5	26	-5	-47	92	-3	96	-8	-5
COC(CNC(=O)C1CCCCC1C(=O)O)OC (configuration not stated)	0	98	0	6	-1	-63	103	0	105	0	0
COc1ccc(-c2cc3ccccc3oc2=O)cc1NC(=O)c1cccnc1	0	99	-1	25	0	-9	100	-1	98	-2	-2
CCCCN(CC)S(=O)(=O)c1c(C)[nH]c(=O)[nH]c1=O	-3	104	-1	12	-3	-6	99	-3	101	-11	-6
COc1ccc2cc(C(=O)C3CCCN(C(=O)Cc4c(C)noc4C)C3)ccc2c1 (configuration not stated)	-1	103	-6	14	-4	-11	101	-4	102	-6	-6
COCC(=O)Nc1c(C(=O)Nc2ccc3c(c2)OCCO3)oc2ccccc12	0	93	-2	24	-4	6	96	-1	95	-3	-5
Clc1cc(Br)ccc1OCCCNCc1ccccc1	-3	118	-2	9	-4	-3	110	-6	114	2	-3
COC(=O)COc1ccc(S(=O)(=O)Nc2ccc(NC(C)=O)cc2)cc1C	-4	90	0	28	-11	-40	69	-8	76	-17	-7
C/C(=N/NC(N)=S)c1ccc(Br)s1	-1	91	0	19	-1	-85	93	-3	95	-1	2
Nc1nc(CSc2nc3ccccc3[nH]2)nc(N2CCOCC2)n1	2	100	1	44	-2	14	101	-5	103	-9	-5
COc1cc(C(=O)Nc2ccc(C(=O)O)cc2)ccc1OC(C)=O	-10	96	-1	26	-4	-3	98	0	96	-6	-4
CCC(Sc1nc2n[nH]c(C)c2c(=N)n1-c1ccc(C)c(Cl)c1)C(=O)N1CCOCC1 (configuration not stated)	-3	89	0	11	-12	-5	98	-4	101	-12	-10

Gathered by group, the compounds so far with an aryl thioether with sulfur outside any ring.
SMILES	Bim-Mcl-1	RGS7-Gao	Bcl-W Bim block	GSH fluor	Bim-Bcl-2	Mcl1 Bid PPI	RGS4-Gao reg	Bcl-XL Bim block	RGS8-Gao	Bfl-1 Bim block	Bcl-B Bim block
CCC(c1nnc(SCCNCCO)n1CCN1CCOCC1)N(C)C (configuration not stated)	3	97	-1	12	-5	16	101	-1	103	-5	-7
Cn1c(SCc2nn[nH]n2)nc2c1c(=O)n(Cc1ccccc1Cl)c(=O)n2C	2	96	4	42	-7	-8	95	6	101	-11	-9
COc1ccc(CSc2nc(CSC)cc(N3CCOCC3)n2)cc1	-6	98	-2	11	-4	-11	100	-2	102	-2	0
Nc1nc(CSc2nc3ccccc3[nH]2)nc(N2CCOCC2)n1	2	100	1	44	-2	14	101	-5	103	-9	-5
CCC(Sc1nc2n[nH]c(C)c2c(=N)n1-c1ccc(C)c(Cl)c1)C(=O)N1CCOCC1 (configuration not stated)	-3	89	0	11	-12	-5	98	-4	101	-12	-10

(further entries)
SMILES	Bim-Mcl-1	RGS7-Gao	Bcl-W Bim block	GSH fluor	Bim-Bcl-2	Mcl1 Bid PPI	RGS4-Gao reg	Bcl-XL Bim block	RGS8-Gao	Bfl-1 Bim block	Bcl-B Bim block
Cc1cc(C)nc(/N=C(/NC(=O)Nc2ccc(Cl)c(Cl)c2)Nc2cccc(Cl)c2)n1	-2	98	-5	10	-1	-17	96	-3	97	0	-2
C#CCNC(=O)C1=C[C@H](c2ccc3c(c2)OCO3)C[C@H](OCc2ccc(CO)cc2)O1	-2	94	0	22	-2	-6	100	0	101	-1	-9
COc1cc(NC(=O)Cc2ccccc2)ccc1NC(=O)c1ccco1	0	116	3	32	3	-13	124	-5	130	3	5
CCOC(=O)CSC(=S)NC(=O)c1ccc(OC)cc1	-7	104	0	5	5	-95	99	-1	97	3	-2
Cc1sc(NC(=O)Cn2c(=O)oc3ccccc32)nc1-c1ccc(Cl)cc1	-3	110	-4	9	15	8	102	1	113	12	9
COCCCn1c(SCC(=O)NCc2ccccc2)nc2ccccc2c1=O	0	108	-1	14	-2	-3	106	0	105	-1	1
O=C(COC(=O)c1cccc(Br)c1)Nc1cccc2c1C(=O)c1ccccc1C2=O	1	99	3	18	-1	9	100	3	103	-4	-3
O=C(NCc1ccco1)c1ccc(CS(=O)(=O)Cc2ccc(Cl)cc2)o1	-3	91	0	24	0	-45	95	0	88	0	0
CC(=O)CSc1nnc2c3ccccc3nc(C(C)(C)C)n12	0	101	-4	12	-3	-3	98	-1	102	-4	-3
C=CCNC(=S)Nc1sc2c(c1C#N)CCCC2	-3	100	0	13	0	-16	100	-1	100	0	-3
CC(C)CC(=O)N1CCC(N2CCN(c3ccccc3)CC2)CC1	2	100	1	19	2	48	102	2	102	0	1
Cn1c(SC2=CS(=O)(=O)c3ccccc32)nc2ccccc21	-2	101	1	15	0	-2	100	-1	100	1	0
CNc1ccc(Oc2nc([N+](=O)[O-])nn2C)cc1	6	100	3	15	0	28	98	0	99	2	4
O=C(c1cccs1)N1CCc2c([nH]c3ccccc23)C1c1ccccn1 (configuration not stated)	-1	95	-4	18	0	-33	102	-2	104	1	0
Cc1nc2ccc(NC(=S)NC(C)C)cc2nc1C	6	104	1	30	9	-1	104	4	100	19	10
Cc1ccc(NC(=O)CS(=O)CC(=O)N(c2ccc(C)cc2)C(C)C(=O)NC2CCCCC2)cc1 (configuration not stated)	13	98	12	55	12	-4	102	18	111	19	15
CCC(C)Nc1nc2c(C)cccn2c(=O)c1C=Nc1ccc(OC)cc1 (configuration not stated)	0	100	0	11	0	-25	97	-1	99	-2	-6
Cc1nc2ccccn2c1C(=O)N/N=C/c1ccccc1[N+](=O)[O-]	0	95	4	6	-6	14	96	1	100	-6	-7
O=C(CCn1c(=O)[nH]c2ccccc2c1=O)NCCCN1CCN(c2cccc(Cl)c2)CC1	-2	99	-3	13	-2	-7	100	-2	103	-2	0
O=C(CSc1nc2[nH]ncc2c(=O)[nH]1)NCc1ccccc1	-2	92	2	4	7	-34	97	-1	96	0	-4
COC(=O)c1nn(-c2ccccc2)c(=O)cc1Sc1ccc(Cl)cc1	-4	90	-2	11	-5	-4	84	-6	98	-7	-5
COC(=O)c1c[nH]n2c(=O)cc(C)nc12	-4	101	-4	10	-7	-42	98	-7	102	-4	-6
Brc1ccc(-n2c(SCc3nc4ccccc4[nH]3)nnc2-c2ccncc2)cc1	-8	94	-6	16	-3	-68	99	-8	99	-2	-8
O=[n+]1c2c(n([O-])c3cc(Cl)ccc31)CCCC2	-1	98	0	36	-4	10	97	1	100	-4	-7
Cn1ccnc1C(=O)c1cc(SCC(=O)NC2CC2)nc2ccccc12	-3	?	3	14	0	-9	103	-3	102	-4	-1
O=C1CC(c2cccs2)Sc2nc3ccccc3n21 (configuration not stated)	-2	92	-4	21	-3	-17	91	-4	94	-4	-4
O=C(N/N=C/c1ccc[nH]1)c1ccc(COc2cccc3cccnc23)cc1	2	111	3	10	0	-47	100	1	98	-1	1
CC(O)CSc1nc2c(c(=O)[nH]c(=O)n2C)n1CC(O)COc1ccccc1 (configuration not stated)	-1	107	0	11	-1	-23	102	-6	104	2	-17
Cc1ccc2[nH]c(C)c(/C=N/Nc3nc4ccccc4s3)c2c1	0	96	0	9	-2	-69	96	4	99	2	-1
COC(=O)c1ccccc1NC1CC(=O)N(c2c(C)cccc2C)C1=O (configuration not stated)	0	100	-6	5	0	-16	102	-12	101	-18	-4
CCn1c(SCC(=O)Nc2nc3ccccc3s2)nnc1-c1ccc(Br)cc1	-3	101	4	48	-9	16	104	-2	104	-8	-11
Cc1ccc(C2NC(c3ccc(C)cc3)C(C)C(=NO)C2C)cc1 (configuration not stated)	-1	102	0	14	-3	-39	105	-2	102	-1	-4
Cc1ccc(Cl)cc1N1CCN(S(C)(=O)=O)CC1	-3	102	2	17	0	12	98	0	99	0	0
COc1ccccc1CC(=O)NCC(c1ccco1)N1CCCCC1 (configuration not stated)	1	?	-3	17	-5	-30	94	-5	96	-6	-8
CN(C)/C=N/c1c(C(=O)NCc2ccccc2)nnn1Cc1ccccc1	-2	101	0	11	-5	-17	100	-3	100	-5	-4
